Compound activity deposited in PubChem BioAssay by several laboratories.
GPR55 antagonists – GPR55 antagonists blocking LPI-driven arrestin recruitment, primary screen, imaging, U2OS, beta-arrestin-GFP, LPI agonist (AID 2013); U2OS GPR55 beta-arrestin-GFP translocation imaging, LPI antagonism; higher % means a stronger effect; actives 0.13% (n = 290,000); one-dose inhibition, % at 10 µM; IC50 in µM for titrated hits;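 active means spots per cell inhibited over 60%, with over 100 cells counted and total cytoplasm intensity under 500,000; inconclusive means wells with under 100 cells, flagged as likely toxic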;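 further: U2OS cells stably carrying GPR55 and arrestin-GFP stimulated by 5 µM LPI near EC80; imaged beta-arrestin-GFP aggregate spots per cell after agonist stimulation; plate controls were LPI-stimulated DMSO wells for no effect and DMSO wells without LPI for full effect; some results filed as inactive read as strong as hits; confirmed hits need IC50 under 10 µM and bright autofluorescent wells are also inconclusive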
NTR1 agonist – NTR1-driven beta-arrestin-GFP spot formation – imaging, U2OS cells, high content, primary screen (AID 493036). P30989. actives 0.17% (n = 330,000). activation, % at 20 µM. agonist mode;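 active means activation at or above 40% of the spot to cytoplasm intensity ratio, with at least 20 cells analyzed; inconclusive means wells under 20 cells, flagged as cytotoxic or low count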;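 further: 0% = DMSO without peptide and 100% = 100 nM NTR1 peptide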
Target sequence (P30989 whole entry, looked up): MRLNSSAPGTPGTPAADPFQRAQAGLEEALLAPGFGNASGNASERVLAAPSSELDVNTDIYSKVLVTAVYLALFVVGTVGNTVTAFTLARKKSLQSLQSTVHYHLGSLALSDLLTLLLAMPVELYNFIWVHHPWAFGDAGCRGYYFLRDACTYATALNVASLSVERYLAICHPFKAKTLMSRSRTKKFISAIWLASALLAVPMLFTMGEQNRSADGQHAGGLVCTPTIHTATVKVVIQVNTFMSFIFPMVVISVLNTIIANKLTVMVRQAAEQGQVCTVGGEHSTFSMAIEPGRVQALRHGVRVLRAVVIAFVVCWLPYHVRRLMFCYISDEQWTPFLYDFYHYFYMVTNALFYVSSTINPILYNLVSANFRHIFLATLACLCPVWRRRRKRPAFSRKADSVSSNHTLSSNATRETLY
Myeloid diff 2 – myeloid differentiation induction | AID 624256 | calls only at 10 µM | ER-HoxA9 myeloid progenitors, lysozyme-GFP differentiation, flow cytometry | actives 1% (n = 360,000);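 active means normalized GFP-positive differentiation at or above the plate's own cutoff, the solvent-only control mean plus 3 SD; inconclusive means no clear call, values can overlap the other calls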;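 further: cells exposed to compound for four days before flow analysis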
KOR beta-arrestin-1 – kappa opioid receptor blockers – cell-based, luminescence, uHTS (AID 1778). KOR beta-arrestin recruitment, luminescence, antagonist mode; higher % means a stronger effect. one-dose inhibition, % at 10 µM; IC50 in µM for titrated hits. actives 0.091% (n = 290,000); further: strong numbers were not always called active
NOD1 inhibition – inhibition of NOD1-driven NF-kB reporter – cell-based, luminescence, uHTS, primary screen (AID 1578); NOD1-driven NF-kB luciferase reporter cells, luminescence; higher % means a stronger effect; inhibition, % at 4 µM, or EC50 in µM where a hit was titrated; actives 1% (n = 290,000); in the data active means inhibition mostly above about 36%, no sharp cut-off; inactive means mostly below about 34%;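 further: HEK-293T reporter cells stimulated with the NOD1 agonist gamma-tri-DAP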
NOD2 inhibition – NOD2 signaling inhibitors, cell-based, luminescence, uHTS, HEK293 (AID 1566); HEK293 NOD2/NF-kB luciferase reporter, luminescence; higher % means a stronger effect; inhibition, % at 4 µM; hits with a dose series show EC50 in µM; actives 0.63% (n = 290,000); further: many of its hits are not listed in these tables
T cell modulator – T cell immune modulation candidate; 2C CD8+ T cell-vesicle binding, flow cytometry; active compounds read low; calls only at 7 µM; actives 0.068% (n = 330,000); AID 2052;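 active means response, share of CD8 T cells binding vesicles, and their 90th percentile fluorescence all below set limits, cut at about 80% in these data, passing the limit was not always enough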
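Also added: QL9-peptide-loaded Drosophila micro-vesicles bearing Ld, ICAM-1 and B7-1; Test system: purified 2C TCR transgenic mouse naive CD8+ T cells; Measured by: cytometric PE anti-B7-1 and Alexa647 anti-CD8 signals after 1% paraformaldehyde fixation; Timing: binding step 1.5 h, 37 °C, antibody labelling 20 min, ice.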
GPR55 activation – GPR55 agonists via beta-arrestin recruitment, primary screen, imaging, U2OS cells, beta-arrestin-GFP redistribution (AID 1961) | activation, % at 10 µM; hits with a dose series show EC50 in µM | actives 0.048% (n = 290,000) | U2OS GPR55 beta-arrestin-GFP redistribution imaging; higher % means a stronger effect;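 active means activation above 40% with more than 50 cells counted in the well; inconclusive means wells holding fewer than 50 cells, flagged as toxic or sparse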;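 further: U2OS osteosarcoma cells stably expressing GPR55 and beta-arrestin-GFP; plate controls were DMSO negative control for no effect and LPI positive control for full effect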
KOR beta-arrestin-2 – KOR agonists, beta-arrestin recruitment, primary screen, cell-based, luminescence, uHTS (AID 1777); actives 0.02% (n = 280,000); activation, % at 10 µM; hits with a dose series show EC50 in µM; KOR beta-arrestin recruitment, luminescence; higher % means a stronger effect; in the data active means activation above about 50%, passing the limit was not always enough; further: a part of the inactive calls stands beside numbers as strong as those of hits
T cell modulator vesicle-bound % – also measured in T cell modulator; calls as there; double positive events, %; measured here: CD8+ vesicle-bound cell fraction;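 binding gate set so that unloaded-vesicle control wells show 10% double positive cells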
NTR1 agonist cell count 20 µM – second read-out of NTR1 agonist, no call of its own (marks repeat the call); cell count; measured here: cell count, cytotoxicity flag
Myeloid diff 2 GFP+ MAC1+ % – further read-out of Myeloid diff 2, marked with its call; GFP+ MAC1+ double positive, %; measured here: differentiation confirmed by MAC1 staining
Active calls of the source: *; i = inactive; u = inconclusive; x = no result given; + = active, no number; [ ] = dose if it differs, or a comment. Unless noted, no stated cut-off is given here; in the data, active means inhibition above about 50%; inactive means the rest.

SMILES	GPR55 antagonists	NTR1 agonist	NTR1 agonist cell count 20 µM	Myeloid diff 2	Myeloid diff 2 GFP+ MAC1+ %	KOR beta-arrestin-1	NOD1 inhibition	NOD2 inhibition	T cell modulator	T cell modulator vesicle-bound %	GPR55 activation	KOR beta-arrestin-2
CSc1nnc([C@@H](N)Cc2ccccc2)o1	0%	0.4	88	i	2.0	5%	-18%	5%	i	32	0.3%	-0.3%
O=C(CN1CC(c2ccccc2)CC1=O)Nc1cccc(F)c1 (stereo not given)	5%	-2.2	72	i	3.0	13%	-27%	-2%	i	67	-0.3%	-2.4%
COc1ccc(CCn2c(O)c(C=Nc3ccc(NC(C)=O)cc3)c(=O)[nH]c2=O)cc1OC	4%	1.7	72	i	0.6	-10%	-8%	17%	i	25	0.4%	-0.1%
Nc1c(C(=O)OC2CCCCC2)c2nc3ccccc3nc2n1CC1CCCO1 (stereo not given)	26%	15	79	i	0.6	5%	-44%	-52%	i	15	0.0%	-0.3%
COc1ccc(CN2C(=O)CC(=O)NC2=S)cc1	-3%	1.4	75	i	0.3	-24%[20 µM]	-13%	7%	i	60	-0.2%	x
CCOC(=O)c1nc2ccccc2c(=O)n1-c1ccc(C)cc1C	3%	0.5	59	i	0.4	-10%	-22%	11%	i	13	-0.1%	-0.2%
COc1ccc(NC(=O)c2cc([N+](=O)[O-])ccc2N2CCNCC2)cc1	4%	1.0	51	i	0.8	-16%[20 µM]	-16%	-9%	i	45	0.3%	-4.9%
O=C1OCCN1P(=O)(c1ccccc1)c1ccccc1	3%	-0.5	47	i	0.8	1%	6%	21%	i	18	0.7%	4.8%
CCCCn1c(NC(=O)c2ccco2)c(C(=O)OCC)c2nc3ccccc3nc21	0%	0.0	48	i	8.9	-17%	-78%	22%	i	10	-0.3%	3.1%
C(#CCN1CCOCC1)COC/C=C/c1ccccc1	1%	-1.7	37	i	0.9	-25%	-18%	-18%	i	21	-0.3%	60%
O=C1NC(=O)N(Cc2ccco2)C(=O)/C1=C\c1cccn1CCOc1ccccc1	-8%	5.7	45	i	1.0	-29%	7%	-7%	i	53	-0.3%	-0.3%
O=c1[nH]c(=S)n(-c2ccccc2)c(O)c1C=NCCN1CCNCC1	1%	-1.0	83	i	0.4	-15%	-7%	6%	i	30	-0.1%	-5.4%
CCN1C(=O)C(=C2C=C(C)N(Cc3ccco3)C(C)=C2)C(=O)N(CC)C1=S	0%	5.2	86	i	0.7	4%	-24%	16%	i	34	0.2%	-1.8%
Cc1ccc(-n2c(/C=C/c3ccc4c(c3)OCO4)nc3ccccc3c2=O)cc1	7%	5.4	67	x	x	-5%	-4%	-20%	i	7	-0.2%	3.7%
COCCCNC(=O)c1c(NC(=O)c2ccco2)n(Cc2ccccc2)c2nc3ccccc3nc12	4%	1.3	34	i	1.3	8%	7%	14%	i	24	-0.2%	-5.7%
CCOC(=O)C1=C(N)Oc2c(c(=O)oc3ccccc23)C12C(=O)N(C)c1ccccc12 (stereo not given)	4%	-0.4	60	i	0.8	10%	-19%	14%	i	30	0.3%	4.4%
CC1CCCCN1CC(=O)c1ccc2cc[nH]c2c1 (stereo not given)	3%	-2.2	73	i	3.5	-52%	1%	7%	i	18	-0.1%	2.0%
CCC(C)N1C(=O)/C(=C\c2cnc(N(C)C)nc2)C(=O)NC1=S (stereo not given)	-10%	2.4	24	i	0.3	24%	-32%	-7%	i	47	-0.1%	-3.7%
O=C(CN1CC=C(c2ccccc2)CC1)NC(=O)NC1CCCCC1	2%	-0.1	46	i	0.2	11%	-13%	16%	i	60	0.5%	3.8%
COc1ccccc1N1CCN(Cc2ccccc2)CC1	7%	0.5	52	i	0.4	-8%[20 µM]	12%	-23%	i	64	-0.3%	-0.9%
CC[n+]1c(/C=C/C=C/c2ccc(N(C)C)cc2)sc2ccccc21	-5%	11	58	u	x	37%	31%	-1%	i	82	0.1%	0.7%
COc1ccc(CN2CCN(C(=O)COc3cccc(C)c3)CC2)c(OC)c1	2%	x	x	i	1.1	15%	-19%	-9%	x	x	-0.1%	-0.4%
CN1CCN(c2ccc([N+](=O)[O-])c(NCc3ccco3)c2)CC1	2%	-0.8	48	i	0.2	-24%	-23%	-3%	i	40	0.3%	0.2%
OC(c1ccccc1)(c1ccccc1)C1CCCN1 (stereo not given)	12%	-0.3	66	i	5.5	27%	-32%	12%	i	12	0.5%	1.9%
O=C(NC1CN2CCC1CC2)c1cc(Cl)c([N+](=O)[O-])c2nc[nH]c12 (stereo not given)	11%	1.3	75	i	0.7	3%	3%	17%	i	42	0.4%	-0.4%

Going on with the list:
SMILES	GPR55 antagonists	NTR1 agonist	NTR1 agonist cell count 20 µM	Myeloid diff 2	Myeloid diff 2 GFP+ MAC1+ %	KOR beta-arrestin-1	NOD1 inhibition	NOD2 inhibition	T cell modulator	T cell modulator vesicle-bound %	GPR55 activation	KOR beta-arrestin-2
Cc1ccc(C)c(N=Nc2ccc(O)c3ncccc23)c1	21%	1.1	84	u	x	60%*	4.1µM*	x	i	48	0.4%	-5.8%
Cn1ncc(Cl)c1C(=O)N1CCC2(CC1)OCCO2	10%	-0.7	67	i	0.4	9%	-8%	3%	i	35	-0.1%	-2.2%
O=c1[nH]c(=O)n(Cc2ccccc2)c(O)c1C=NCCN1CCOCC1	-4%	-0.5	43	i	5.6	-11%	-4%	-1%	i	33	0.2%	-2.2%
CN(C)c1ccc(/C=C2\C(=O)NC(=O)N(Cc3ccc(F)cc3)C2=O)cc1	4%	-2.2	44	i	1.0	-26%	3%	6%	i	33	0.1%	6.7%
O=C1NC(=O)C(CCc2ccncc2)(Cc2cccc(Cl)c2Cl)C(=O)N1c1ccc(Br)cc1 (stereo not given)	-4%	-0.3	50	+	1.3*	-12%	-25%	-8%	i	42	0.6%	-1.7%
c1ccc2c(CCNC3CCCCC3)c[nH]c2c1	11%	-1.7	37	i	0.1	-4%	-18%	11%	i	38	-0.5%	0.3%
CCC(C)N=Cc1c(O)n(-c2ccccc2)c(=O)[nH]c1=O (stereo not given)	4%	-0.6	75	i	0.9	11%	-9%	20%	i	12	-0.2%	-8.6%
COc1cccc(CN2CCN(Cc3cccc(F)c3)CC2)c1	7%	0.3	59	i	0.6	-56%[20 µM]	-8%	-15%	i	50	0.9%	5.5%
CCCCOc1ccc(C(C)=O)cc1Cc1c(O)[nH]c(=S)[nH]c1=O	-6%	0.9	58	i	0.2	-10%[20 µM]	-37%	1%	i	59	-0.3%	-1.1%
Cc1ccc2c(c1)CC1(CN2C)C(=O)NC(=O)N(CCc2ccccc2)C1=O (stereo not given)	2%	2.4	88	i	0.7	-1%	6%	-2%	i	51	0.0%	5.3%
COc1ccc(OC)c(C(O)C2CCCCN2)c1 (stereo not given)	-6%	0.0	60	x	x	-13%[20 µM]	-40%	0%	i	7	0.5%	-5.4%
Cc1nn(-c2ccccc2)c2c1C(c1ccc3c(c1)OCO3)SCC(=O)N2 (stereo not given)	4%	-0.1	49	i	6.7	-46%	3%	-14%	i	33	0.2%	5.2%
CC/C(=N\N1CCCCCC1)c1c(O)n(-c2ccccc2C)c(=O)[nH]c1=O	3%	2.0	67	i	0.1	15%	23%	10%	i	41	-0.3%	-3.6%
Cc1c(NP(=S)(C(C)(C)C)C(C)(C)C)c(=O)n(-c2ccccc2)n1C	6%	0.5	46	i	0.2	9%	-18%	10%	i	56	-0.4%	-9.5%
CC(=O)Nc1ccccc1C(=O)OCc1ccc(C(=O)c2ccccc2)cc1	26%	0.1	77	i	10	-20%	1%	8%	i	10	-0.1%	15%
COc1cc(CN2CCCC(C(=O)c3sccc3C)C2)cc(OC)c1O (stereo not given)	7%	1.6	24	i	0.2	-1%[20 µM]	-33%	5%	i	34	-0.1%	x
Cc1ccc(N2C(=O)CC(=O)NC2=O)cc1	7%	2.3	90	i	6.4	6%	-6%	11%	i	18	0.2%	5.7%
CC(C)c1ccc(-n2c(O)c(C=NCCN3CCNCC3)c(=O)[nH]c2=S)cc1	10%	0.6	77	+	42*	10%	-7%	-11%	i	39	-0.1%	0.9%
CCCSc1nc(O)c(CC)c(=O)n1C(C)CC (stereo not given)	9%	-0.6	63	i	2.4	-13%	-13%	12%	i	9	-0.1%	-0.1%
O=P1(Nc2ccc(F)cc2)COc2ccccc2OC1	-13%	-1.7	83	i	0.9	9%	-18%	14%	i	28	-0.2%	-0.1%
COc1ccccc1N1C(=O)NC(=O)/C(=C/c2ccc3c4c(cccc24)CC3)C1=O	-13%	-0.3	63	i	0.4	-30%	-3%	-4%	i	25	-0.3%	-3.0%
CCCCCCn1c(O)c(C=NCCCn2ccnc2)c(=O)[nH]c1=O	2%	-2.0	54	i	0.7	-5%	-23%	11%	i	25	-0.5%	-0.2%
CCOc1ccc(Br)c(C2(O)CC(C)N(C)CC2C)c1 (stereo not given)	-6%	1.4	64	i	0.6	-47%	-20%	-2%	i	33	0.5%	2.4%
Cc1ccc2c(c1)c(/C=C/c1cc[n+](C)cc1)c(C)n2C	u	-4.3	72	u	x	9%	17µM*	4.4µM*	i	59	0.0%	-6.8%
CCOC(=O)C(O)(c1ccc(NC(=O)c2ccc(Cl)c(Cl)c2)cc1)C(F)(F)F (stereo not given)	14%	5.8	44	i	0.8	36%	5%	-13%	i	34	0.4%	0.0%
CC(=NCCC1=CCCCC1)c1c(O)n(-c2ccccc2)c(=O)[nH]c1=O	6%	0.7	50	i	0.5	20%	-1%	15%	i	34	-0.2%	2.0%
CCOC(=O)C(O)(c1ccc(N(CC)C(=O)COc2ccccc2)cc1)C(F)(F)F (stereo not given)	7%	0.1	34	i	0.3	19%	-21%	6%	i	51	-0.6%	0.6%
CCN(CC)C(=O)c1ccc(NC(=O)c2sccc2-c2ccccc2)cc1	7%	0.9	59	i	4.4	-32%	-12%	17%	i	9	-0.1%	2.6%
N=C1c2ccccc2CN1NC(=O)C1CC1	8%	2.1	44	i	0.4	-5%	-6%	18%	i	50	-0.4%	-0.8%

Only part of the results is shown (hit frequency here may not be typical).
